Compound activity (PubChem BioAssay)
CaV13 ICDI inh – Primary screen for inhibitors of IQ motif and Ca2+-dependent inactivation inhibitor domain binding in CACNA1D, Förster resonance energy transfer in living cells, …. HEK cells, CFP/YFP FRET ICDI-IQ, plate reader, 10 min; percent FRET-ratio fall versus neutral wells. inhibition, % at 12.3 µM. 340,000 compounds, 0.098% hits. AID 743397;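 active means mean replicate inhibition of at least 30% and at least 1% of replicates passing that level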;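 further: 0% = median of the neutral control wells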
hiPSC survival – increases survival of single human iPS cells | hiPSC single-cell survival, ATPlite luminescence; 100% = ROCK inhibitor wells, 0% = DMSO | survival enhancement, % at 20 µM | 360,000 compounds, 0.044% hits; in the data active means survival enhancement above about 18%;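 further: cells exposed to compounds for 16 hours before the ATP read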
NR2E3 ag-1 – NR2E3 (human) agonism; GST-NR2E3/biotin-RetCOR TR-FRET, 1536-well; inhibition of corepressor binding, % at 4.78 µM; 320,000 compounds, 0.12% hits; AID 2300; Q9Y5X4;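 active means percent inhibition above the cutoff of mean plus 3 SD of all tested compounds, set per screening campaign, cut at about 20% in these data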;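 further: 0% = DMSO wells and 100% = biotin wells as full block of FRET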
Target sequence (Q9Y5X4 whole entry, looked up): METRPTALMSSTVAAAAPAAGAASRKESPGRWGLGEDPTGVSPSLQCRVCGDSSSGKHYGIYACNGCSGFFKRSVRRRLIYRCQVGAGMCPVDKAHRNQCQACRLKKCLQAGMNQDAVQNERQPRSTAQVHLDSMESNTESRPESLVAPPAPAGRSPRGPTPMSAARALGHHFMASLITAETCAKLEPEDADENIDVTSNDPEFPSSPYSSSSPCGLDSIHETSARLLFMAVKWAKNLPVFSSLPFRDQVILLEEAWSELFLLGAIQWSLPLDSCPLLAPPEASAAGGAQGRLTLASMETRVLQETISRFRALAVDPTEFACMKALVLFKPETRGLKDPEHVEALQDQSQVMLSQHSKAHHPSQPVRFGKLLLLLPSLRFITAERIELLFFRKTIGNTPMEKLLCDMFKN
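Test system – NR2E3–RetCOR corepressor complex · Quantity – NR2E3 fusion 1.35 nM · Buffer or medium – Tris pH 7.5 · Incubation – Compound–protein incubation for 5 h at 4 °C · Technique – TR-FRET, Eu(K)-anti-GST donor, streptavidin-D2 acceptor, ex 340, em 617/671 nm · Evaluation – percent inhibition of 671/617 nm emission ratio versus biotin and DMSO controls · Plate – 1536-well format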
NR2E3 ag-2 – human photoreceptor-specific nuclear receptor agonism; Q9Y5X4; CHO-S Gal4-NCOR/VP16-NR2E3 two-hybrid, luciferase; inhibition of corepressor binding, % at 3.98 µM; 360,000 compounds, 0.35% hits; AID 602229;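 active means inhibition above the mean of all tested compounds plus 3 SD, cut at about 70% in these data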;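 further: 0% = DMSO with NR2E3 transfected cells and 100% = cells lacking NR2E3 construct; higher means lower luciferase signal from less NR2E3 corepressor binding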
HIF-2a inh – HIF-2a inhibition. 786-0 RCC cells HIF-2a reporter, luciferase luminescence, overnight. inhibition, % at 18.8 µM. 360,000 compounds, 0.72% hits. AID 624352;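 active means inhibition of the luminescence signal of 40% or more relative to plate controls, in a single-dose primary screen at 18.75 µM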
Shn3 3UTR inh – inhibitors of Schnurri-3 3'UTR reporter in osteoblasts; 360,000 compounds, 0.52% hits; AID 588674; inhibition, % at 12.5 µM; Clone20 osteoblast Shn3 3'UTR firefly luciferase, 24 h;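 active means mean inhibition of at least 75% with every replicate also reaching 75%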;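 further: 0% = median of neutral control wells and 100% = pilot-screen positive control compound; some compounds past the cut are filed as inactive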
H9c2 protect – modulators protecting cardiomyocytes from myocardial damage | 360,000 compounds, 0.63% hits | H9c2 cardiomyocytes, H2O2 injury protection, ATPLite, 2 h | protection from H2O2 cell death, % at 20 µM | AID 588492;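 active means compounds giving at least 50% protection of heart cells from peroxide-induced death in the single-dose screen, raw or plate-pattern-corrected value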;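 further: 0% = DMSO wells with peroxide and 100% = DMSO wells without peroxide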
HTR2A ag – activates the mouse 5-HT2A serotonin receptor; 360,000 compounds, 0.66% hits; P35363; activation, % at 7.6 µM; CHO-K1 mHTR2A beta-arrestin complementation, luminescence; percent of 30 µM serotonin response;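 active means activation above a run cutoff, the mean activation of all tested compounds plus 3 SD, cut at about 14% in these data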;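 further: 0% = plate median of compound wells and 100% = 30 µM serotonin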
Peg3 promoter – reduces Peg3 promoter-driven luciferase expression in HeLa; HeLa PEG-Prom luciferase reporter, luminescence, overnight; inhibition, % at 20 µM; 360,000 compounds, 1.7% hits;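 active means inhibition of at least 50% at 20 µM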
MITF TRPM1 inh – inhibitors of MITF-driven TRPM1 promoter in melanoma cells; SK-MEL-5 TRPM1 promoter luciferase, 24 h; inhibition, % at 12.5 µM; 330,000 compounds, 0.83% hits; AID 488899;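 active means mean inhibition across replicates of 60% or more, whatever share of single replicates reaches that level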; further: values of inactives mirror those of a sister screen read the other way
PDI inh – blocks human protein disulfide isomerase activity. PDI insulin aggregation turbidity, A650, 90 min. 350,000 compounds, 0.052% hits. inhibition, % at 10 µM;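 active means mean inhibition across replicates of 30% or more, whatever share of single replicates reach that level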;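 further: absorbance from insulin aggregation driven by PDI reduction with DTT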
Target sequence (P07237 whole entry, looked up): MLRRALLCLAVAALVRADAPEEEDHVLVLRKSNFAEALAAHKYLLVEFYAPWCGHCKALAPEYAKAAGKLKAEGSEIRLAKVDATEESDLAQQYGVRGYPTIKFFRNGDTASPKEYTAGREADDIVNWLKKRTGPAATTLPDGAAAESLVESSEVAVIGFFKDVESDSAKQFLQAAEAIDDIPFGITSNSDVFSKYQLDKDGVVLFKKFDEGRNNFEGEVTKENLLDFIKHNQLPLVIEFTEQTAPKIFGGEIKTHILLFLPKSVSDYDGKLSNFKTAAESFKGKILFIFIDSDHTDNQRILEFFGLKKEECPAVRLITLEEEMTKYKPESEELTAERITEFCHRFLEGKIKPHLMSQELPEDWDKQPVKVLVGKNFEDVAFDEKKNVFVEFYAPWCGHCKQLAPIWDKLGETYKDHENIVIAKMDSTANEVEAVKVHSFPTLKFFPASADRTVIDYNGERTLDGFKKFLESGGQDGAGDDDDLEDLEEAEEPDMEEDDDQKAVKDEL
* hit, by the source's call; · = not tested or not shown.

SMILES	CaV13 ICDI inh	hiPSC survival	NR2E3 ag-1	NR2E3 ag-2	HIF-2a inh	Shn3 3UTR inh	H9c2 protect	HTR2A ag	Peg3 promoter	MITF TRPM1 inh	PDI inh
Cc1c(NS(=O)(=O)c2ccc(N=NN(C)C)cc2)c(=O)n(-c2ccccc2)n1C	-5	1.8	2	-9	21	-5	5	7	12	-8	0
CCCC(=O)Nc1cccc(NC(=O)c2ccc([N+](=O)[O-])cc2Cl)c1	-5	-0.6	3	-4	3	7	2	1	8	-1	2
CC1CCN(Cc2nc(Cl)c3c4c(sc3n2)CCC4)CC1	2	-0.7	-1	-10	-11	-27	-7	-2	-5	-3	7
COc1cc(C(=O)NCC(=O)N/N=C/c2ccco2)cc(OC)c1OC	-3	-0.3	2	-14	10	-6	2	2	-20	0	-10
CCc1ccc(OCCn2ccnc2)cc1	10	1.4	7	0	0	-5	1	-2	12	-6	-1
Cc1cc(C)c(S(=O)(=O)c2ccccc2F)c(=O)[nH]1	-4	0.0	2	-14	6	5	1	2	-26	-2	0
CCC(C)N(C(=O)CCC(=O)Nc1cc(C)on1)C(C(=O)NC(C)(C)C)c1ccccc1Cl (configuration not stated)	-7	-0.7	3	-16	14	-11	-7	-5	9	5	-6
CN(C)C(=O)CCc1nc2sc3c(c2c(=O)[nH]1)CCCC3	-3	-1.8	-1	-8	-15	-1	17	5	-2	-13	5
O=C(CNc1cccc2ccccc12)N/N=C/c1ccc(OC(=O)/C=C/c2ccco2)cc1	-15	-1.1	·	-5	6	2	-2	-2	-3	14	27
Cc1cnc(=O)[nH]c1SCC(=O)c1ccc(F)cc1	-14	-0.5	2	-10	-98	-7	-5	2	-65	-14	1
CC1C(c2ccc3c(c2)OCO3)c2cc3c(cc2OC1N1CCOCC1)OCO3 (configuration not stated)	-11	-0.4	·	16	18	-26	0	2	19	-9	5
COC(=O)c1cc(C)sc1NC(=O)CCCC(=O)O	-7	0.0	3	19	6	3	10	1	24	1	15
CCOC(=O)N1CCN(C(=O)Cn2cc3c(n2)CCCC3)CC1	-5	-2.8	1	-9	11	3	10	3	6	6	-2
CCOc1ccc(CNCCc2ccc(S(N)(=O)=O)cc2)cc1	-7	1.4	-2	-3	6	2	5	0	-1	-13	-10
O=C(Cc1c(O)c2ccccc2oc1=O)c1ccc(F)cc1	-2	-0.8	4	-52	-112	-84	-10	-10	-164	·	-3
COc1cc(NC(=O)c2ccc(C)cc2)c(OC)cc1NC(=O)CN1CCOCC1	·	-2.2	1	-45	-196	-28	0	4	-183	-21	2
Cc1cc(C)c(-c2csc(NC(=O)/C=C/c3cccs3)n2)c(C)c1	-2	2.4	-1	-12	-58	29	-11	8	-13	40	-5
Cc1nc(-c2ccc(S(=O)(=O)NCC3CCN(C(=O)OC(C)(C)C)CC3)s2)cs1	-1	0.0	0	-7	-5	4	-6	0	17	3	6
O=C(NNC(=O)c1ccccc1O)c1ccc(S(=O)(=O)Nc2ccccc2F)cc1	-6	0.1	2	12	-19	-4	14	3	21	14	11
Cc1cc(NC(=O)Cn2nnc3sc4c(c3c2=O)CCCC4)no1	-8	6.6	-1	14	22	-11	6	9	11	1	8
Cc1cc(NC(=O)Nc2ccc(F)cc2)no1	-5	-2.4	-1	-16	-34	-3	-7	4	-45	-18	-18
O=C(c1ccccc1)c1cccn1CC(=O)N1CCN(c2ccc(F)cc2)CC1	·	2.1	-1	22	13	9	1	-5	14	9	-4
CCOC(=O)CSc1nc(C)c(C(C)=O)cc1C(N)=O	-5	-1.5	-1	-10	14	5	4	4	14	11	2
CC(=O)Nc1ccc(NC(=O)CSc2nc3ccccc3o2)cc1	-4	1.8	0	-7	-55	26	-7	4	-20	-3	-10
COc1ccc(-c2nnn(Cc3ccccc3)n2)cc1	-4	-0.7	0	-37	-343	-47	-8	9	-256	-31	-5
O=C(Nc1ccc2oc(-c3ccccc3Cl)nc2c1)c1ncn[nH]1	-7	-0.3	2	-123	-334	-45	-13	5	-253	-62	-2
CCCCc1ccc(NC(=O)N2CCN(c3cc(C)nc4ccccc34)CC2)c(C)c1	·	0.8	0	18	15	40	-2	-2	60*	18	-24
COc1ccc([C@H]2CC(=O)C=C(c3cc(C(F)(F)F)cc(C(F)(F)F)c3)C2)cc1	-3	-3.5	0	-26	14	10	-5	-3	-1	2	-1
CCOc1ccc(C(=O)NCCCN2CCOCC2)cc1OCC	-9	6.5	0	-14	22	-21	10	5	-1	9	-3
O=C(Nc1ccc(C2CCCCC2)cc1)C1CCCN(c2ncccn2)C1 (configuration not stated)	-7	0.1	-3	-11	-8	-3	-4	3	7	-10	-6
CC(=O)N1CCc2cc(S(=O)(=O)NC(C(=O)Nc3ccc4c(c3)OCCO4)C(C)C)ccc21 (configuration not stated)	-6	2.9	1	18	19	-3	3	4	-23	7	-5
COc1ccc(OC)c(/C=N/NC(=O)c2cc(-c3ccc(C)o3)nc3ccccc23)c1	-12	-4.4	0	-1	-10	12	0	-4	-7	1	-8
CC(C(=O)Nc1c2c(cc3c1CCC3)CCC2)N1CCCC1 (configuration not stated)	-5	0.7	1	-4	9	9	2	-6	-11	3	-3
COc1ccc(NC(=O)c2cnc(C)cn2)cc1-n1cnnn1	-1	4.2	3	2	8	-8	7	-2	6	6	4
COC(C(=O)NC(C(C)C)C(C)C)c1ccccc1 (configuration not stated)	-5	0.4	-2	15	17	-66	3	-2	12	-1	14
CCCCN1CN(Cc2ccco2)CNC1=S	-4	1.8	-4	7	17	8	9	1	4	-3	0
O=C(Cc1ccccc1[N+](=O)[O-])N1CCN(c2ccc(F)cc2)CC1	-9	-2.6	-2	0	-14	-7	10	-1	6	-1	1
CC(C)Nc1oc(Cc2cccc3ccccc23)nc1C#N	-7	-0.2	1	6	6	17	-8	-3	18	9	-2
O=C(c1ccc(COc2ccccc2Cl)o1)N1CCCC1	1	2.2	-2	-48	-63	-20	15	-7	-36	27	3
CCCC#Cc1cnc2c(c1)C(=O)N([C@H](C)CO)C[C@@H](C)[C@H](CN(C)S(=O)(=O)c1cccc(OC)c1)O2	·	-3.1	·	-15	1	7	-3	-4	9	·	5
CC(C)(C)n1nnnc1C(c1cccnc1)N1CCN(c2ccccn2)CC1 (configuration not stated)	-4	1.6	2	16	0	-2	7	6	14	·	1
CCc1ccc(C(=O)COC(=O)c2cccnc2Cl)cc1	-4	-2.2	0	-6	-16	-3	-22	1	-66	-27	-2
COCCCN1C(=O)c2ccc(C(=O)O)cc2C1=O	-6	1.1	2	-10	16	0	6	-2	8	-5	9
CCC(C)c1ccc(S(=O)(=O)N2CCN(S(=O)(=O)c3ccc(NC(C)=O)cc3)CC2)cc1 (configuration not stated)	-2	0.0	-2	-15	4	13	-4	-3	9	-1	0
COC(=O)c1cc(S(=O)(=O)N2CCC(c3ccccc3)C2)c[nH]1 (configuration not stated)	-2	0.0	3	33	5	17	-9	10	2	-4	0

4 structures out of the list, ordered by number of heavy atoms, rising.
SMILES	CaV13 ICDI inh	hiPSC survival	NR2E3 ag-1	NR2E3 ag-2	HIF-2a inh	Shn3 3UTR inh	H9c2 protect	HTR2A ag	Peg3 promoter	MITF TRPM1 inh	PDI inh
COC(C(=O)NC(C(C)C)C(C)C)c1ccccc1 (configuration not stated)	-5	0.4	-2	15	17	-66	3	-2	12	-1	14
CC(C(=O)Nc1c2c(cc3c1CCC3)CCC2)N1CCCC1 (configuration not stated)	-5	0.7	1	-4	9	9	2	-6	-11	3	-3
CCC(C)c1ccc(S(=O)(=O)N2CCN(S(=O)(=O)c3ccc(NC(C)=O)cc3)CC2)cc1 (configuration not stated)	-2	0.0	-2	-15	4	13	-4	-3	9	-1	0
CC(=O)N1CCc2cc(S(=O)(=O)NC(C(=O)Nc3ccc4c(c3)OCCO4)C(C)C)ccc21 (configuration not stated)	-6	2.9	1	18	19	-3	3	4	-23	7	-5

The results go on.
SMILES	CaV13 ICDI inh	hiPSC survival	NR2E3 ag-1	NR2E3 ag-2	HIF-2a inh	Shn3 3UTR inh	H9c2 protect	HTR2A ag	Peg3 promoter	MITF TRPM1 inh	PDI inh
COc1ccc(CCNC(=O)CSc2nnc(NC(C)=O)s2)cc1OC	-20	-0.9	0	3	12	-7	0	3	8	7	-4
CN(C)C1=NC[C@H](Cc2ccccc2)N1CC1CCCCC1	-11	1.5	6	21	3	38	-6	3	-18	10	1
Cc1c(NS(=O)(=O)c2cc(C(=O)OCC(=O)c3ccccc3F)ccc2Cl)c(=O)n(-c2ccccc2)n1C	-3	-0.4	·	4	-9	-11	0	6	-5	·	0
C/C=C\C=C/C(=O)Nc1cccc(C2=NOC3(C2)C[C@H](C(N)=O)N(C(=O)CC)C3)c1 (some centres not stated)	-5	5.3	-1	2	0	3	9	-6	-17	-14	-43
CCC(OC(=O)CCc1nc2ccccc2[nH]c1=O)C(=O)c1ccccc1 (configuration not stated)	-3	2.7	1	14	13	15	7	-1	-1	0	2
Cc1ccc(CN2C(=O)S/C(=C\c3ccccc3OCC(=O)O)C2=O)cc1	-3	-2.6	1	-26	15	-2	1	2	4	-1	6
CN(C(=O)C1CCCO1)c1nnc(-c2ccccn2)s1 (configuration not stated)	·	1.3	-1	-30	-79	-29	1	-1	-38	-18	-11
CCN(CCO)c1ccc(Nc2cc(-c3ccc(-c4ccccc4)cc3)ncn2)cc1	-7	2.3	·	4	-24	-17	5	3	-3	·	-1
COc1ccc(C2C(C#N)=C(N)SC(N)=C2C#N)cc1OC	-8	0.4	11	6	16	-8	5	0	10	-1	-7
OC(CCN1CC2CCC(CC2)C1)(Cc1ccccc1)c1ccco1 (configuration not stated)	-6	-3.3	·	-5	3	0	4	-3	-9	8	3
Cc1nc(SCC(=O)OCc2ccccc2)c(C#N)c(-c2ccccc2)c1C(=O)Nc1ccccc1	-5	0.6	0	-13	14	2	3	-4	-3	2	9
CCN1C(=O)C2(/C(=C(\O)c3ccc4c(c3)OCCO4)C(=O)C(=O)N2CCCOC)c2ccccc21 (configuration not stated)	-5	-2.5	3	8	12	0	8	2	9	0	-5
CC(=O)Nc1ccc(S(=O)(=O)NCC2CCC(C(=O)N3CC(C)CC(C)C3)CC2)cc1 (configuration not stated)	-3	0.0	-3	-5	15	11	-9	4	16	-2	-1
Cc1cc(C(C)(C)C)c(O)c(C)c1CC1=NCCN1	-6	1.5	1	-1	0	-4	-9	32*	4	5	0
O=C(COC(=O)c1ncc(Cl)c(Cl)c1Cl)c1ccc(Cl)s1	-9	0.1	1	-20	13	1	1	0	8	-11	-4
CCCCc1c(O)nc(SCC(=O)N2CCOCC2)n(-c2ccccc2C)c1=O	-4	-1.1	0	28	6	2	-13	-3	-11	8	0
CCOCCn1cnc2sc(C(=O)NCCCN3CCOCC3)c(C)c2c1=O	-7	-0.4	1	-16	-1	-21	1	1	-22	-4	5

Hits appear at their usual frequency. Share with any hit: about 3.9%.
